Source: PubChem BioAssay (several laboratories)
NOD1 NF-kB reporter = NOD1 signaling inhibitors, primary screen, cell-based, luminescence, uHTS (AID 1578); NOD1-driven NF-kB luciferase reporter cells, luminescence; higher % means a stronger effect; inhibition, % at 4 µM, or EC50 in µM where a hit was titrated; 290,000 tested, 1% active; in the data active = inhibition mostly above about 36%, no sharp cut-off; inactive = mostly below about 34%;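 also: HEK-293T reporter cells stimulated with the NOD1 agonist gamma-tri-DAP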
KOR beta-arrestin-1 = KOR agonists, beta-arrestin recruitment, primary screen, cell-based, luminescence, uHTS (AID 1777); 280,000 tested, 0.02% active; KOR beta-arrestin recruitment, luminescence; higher % means a stronger effect; activation, % at 10 µM; hits with a dose series show EC50 in µM; Kappa-type opioid receptor (Homo sapiens); in the data active = activation above about 50%, passing the limit was not always enough; also: a part of the inactive calls stands beside numbers as strong as those of hits
GPR55 beta-arrestin = GPR55 agonists via beta-arrestin recruitment, primary screen, imaging, U2OS cells, beta-arrestin-GFP redistribution (AID 1961). one-dose activation, % at 10 µM; EC50 in µM for titrated hits. G-protein coupled receptor 55 (Homo sapiens). 290,000 tested, 0.048% active. U2OS GPR55 beta-arrestin-GFP redistribution imaging; higher % means a stronger effect;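 active = activation above 40% with more than 50 cells counted in the well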;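 also: U2OS osteosarcoma cells stably expressing GPR55 and beta-arrestin-GFP; plate controls were DMSO negative control for no effect and LPI positive control for full effect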
KOR beta-arrestin-2 = KOR antagonists, beta-arrestin recruitment, cell-based, luminescence, uHTS (AID 1778). KOR beta-arrestin recruitment, luminescence, antagonist mode; higher % means a stronger effect. inhibition, % at 10 µM; hits with a dose series show IC50 in µM. 290,000 tested, 0.091% active; also: strong numbers were not always called active
GPR55 antagonists = GPR55 antagonists blocking LPI-driven arrestin recruitment, primary screen, imaging, U2OS, beta-arrestin-GFP, LPI agonist (AID 2013) | 290,000 tested, 0.13% active | G-protein coupled receptor 55 (Homo sapiens) | U2OS GPR55 beta-arrestin-GFP translocation imaging, LPI antagonism; higher % means a stronger effect | inhibition, % at 10 µM, or IC50 in µM where a hit was titrated;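 active = spots per cell inhibited over 60%, with over 100 cells counted and total cytoplasm intensity under 500,000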;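 also: U2OS cells stably carrying GPR55 and arrestin-GFP stimulated by 5 µM LPI near EC80; imaged beta-arrestin-GFP aggregate spots per cell after agonist stimulation; plate controls were LPI-stimulated DMSO wells for no effect and DMSO wells without LPI for full effect; some results filed as inactive read as strong as hits; confirmed hits need IC50 under 10 µM and bright autofluorescent wells are also inconclusive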
SV40 large T antigen = SV40 large T antigen inhibitors, biochemical (AID 1903); one-dose inhibition, % at 20 µM; IC50 in µM for titrated hits; 310,000 tested, 0.39% active; SV40 large T antigen ATPase/helicase inhibition assay; higher % means a stronger effect; in the data active = a potency from the dose series; also: strong numbers were not always called active
HEK293 NOD2/NF-kB = NOD2 signaling inhibitors, cell-based, luminescence, uHTS, HEK293 (AID 1566); HEK293 NOD2/NF-kB luciferase reporter, luminescence; higher % means a stronger effect; inhibition, % at 4 µM, or EC50 in µM where a hit was titrated; 290,000 tested, 0.63% active; also: many of its hits are not listed in these tables
MgcRacGAP inhibition = MgcRacGAP GTPase-activating activity inhibitors, confirmation, biochemical, ADP Hunter fluorescence. Rac GTPase-activating protein 1 (Homo sapiens). MgcRacGAP-stimulated Rac1 GTP hydrolysis, ADP Hunter fluorescence; higher % means a stronger effect; GST-tagged Rac1 F28L mutant substrate. one-dose inhibition, % at 30 µM; IC50 in µM for titrated hits. 340,000 tested, 0.6% active. AID 624330, 2012;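 active = first-screen hits whose inhibition reached a set limit at any dose in the follow-up dose series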;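 also: fluorescence reports GDP produced by GAP-driven GTP hydrolysis; strong numbers were not always called active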
HIV fusion peptide = inhibitors of HIV fusion peptide binding, primary screen, biochemical, uHTS, fluorescence dequenching (AID 1986) | 290,000 tested, 0.3% active | inhibition, % at 20 µM; hits with a dose series show IC50 in µM | cell-free peptide binding, fluorescence dequenching, 30 min; higher % means a stronger effect; in the data active = inhibition mostly above about 52%, no sharp cut-off; inactive = mostly below about 76%; also: some results filed as inactive read as strong as hits
Starred values were filed as active, the others as inactive; . = no result given; [ ] = dose if it differs, or a comment. Rule as the data show it, unless noted: active = inhibition above about 50%; inactive = the rest. These rows are one share of the data; count on the stated rates, not on these rows.

smiles,GPR55 beta-arrestin,GPR55 antagonists,HEK293 NOD2/NF-kB,HIV fusion peptide,KOR beta-arrestin-1,KOR beta-arrestin-2,SV40 large T antigen,MgcRacGAP inhibition,NOD1 NF-kB reporter
C=C1CC2C3CC[C@@]4(OCOC45COCO5)[C@@]3(C)C(O)CC2[C@@]2(C)CCC(=O)C=C12 (some centres not stated),1.2%,13%,13%,1.9%,-2.2%,-19%,4%,9%,-13%
CC(C)NCC(O)c1cc(O)cc(O)c1 (configuration not stated),-0.1%,-8%,1%,0.1%,5.0%,10%,11%,0%,-6%
CN(C)c1ccc(NC(=O)c2ccc([N+](=O)[O-])cc2Cl)cc1,0.3%,-4%,10%,-0.4%,1.9%,-1%,32%,10%,-23%
CN(CCc1ccccc1)C1CCCN(C(=O)Cn2cccn2)C1 (configuration not stated),-0.1%,-4%,9%,0.1%,0.2%,4%,8%,2%,-16%
Cc1nc2ccc(NC(=O)c3cccc(C(F)(F)F)c3)cc2o1,-0.3%,0%,16%,-0.9%,-0.5%,-3%,5%,6%,-4%
S=C(NCc1ccccc1)N1CCc2ccccc2C1,-0.4%,-12%,12%,2.6%,5.8%,10%,5%,9%,12%
Cc1c(N2C(=O)c3ccccc3C2(O)c2ccccc2)c(=O)n(-c2ccccc2)n1C (configuration not stated),0.3%,-2%,10%,-0.9%,1.7%,-2%,.,5%,-2%
CN(C)S(=O)(=O)c1ccc(C(=O)Nc2nnc(Cc3ccccc3)s2)cc1,-0.1%,7%,1%,4.1%,8.0%,4%,16%,7%,.
O=C(NCc1cccc(Cl)c1)C1CCC(=O)N(CCCN2CCCC2=O)C1 (configuration not stated),-0.1%,14%,1%,0.1%,-3.2%,19%,13%,11%,-8%
C#CCOC(=O)c1ccc(-n2cncn2)nc1,-0.1%,3%,-7%,-2.0%,2.6%,-27%,15%,11%,-6%
CC1CCc2c(sc(NC(=O)c3ccc(-c4ccccc4[N+](=O)[O-])o3)c2C#N)C1 (configuration not stated),-0.2%,-14%,27%,-3.8%,4.2%,-27%,2%,2%,.
COc1ccc(N2CC(C(=O)Nc3nnc(C4CCCCC4)s3)CC2=O)cc1 (configuration not stated),-0.2%,6%,10%,-0.7%,-0.6%,8%,7%,9%,0%
CCc1ccc(NC(=O)c2cnc(SC)nc2C)cc1,0.0%,4%,2%,1.9%,0.9%,-21%,1%,9%,-4%
c1coc(-c2nn3c(Cn4nnc5ccccc54)nnc3s2)c1,-0.3%,-2%,8%,1.7%,-2.4%,-29%,20%,1%,0%
CC(NC(=O)CNC(=S)N(Cc1cccs1)C1CCCC1)c1ccccc1 (configuration not stated),0.1%,1%,8%,0.1%,-7.1%,25%,6%,9%,6%
Cc1cc(C)c(NC(=O)CN(C)S(=O)(=O)c2ccc3c(c2)n(C)c(=O)c(=O)n3C)c(C)c1,-0.1%,9%,10%,-0.8%,0.8%,17%,13%,-5%,-13%
COc1ccc(C2N(Cc3ccccc3)CCN2Cc2ccccc2)cc1[N+](=O)[O-],0.2%,-24%,13%,1.7%,0.2%,-14%[20 µM],-2%,11%,-24%
Cn1c(N)c(Sc2ccc(F)cc2)c(=O)n(C)c1=O,-0.5%,-2%,5%,-0.6%,-1.5%,-20%,14%,2%,-22%
O=C(NC1CCCc2ccccc21)C1CCCN(S(=O)(=O)c2cnc[nH]2)C1 (configuration not stated),-0.1%,-4%,12%,-0.1%,5.0%,-11%,3%,-2%,2%
Cc1ccc2cc(S(=O)(=O)NCCCN3CCOCC3)ccc2c1,0.2%,9%,9%,0.0%,0.0%,2%,-3%,0%,-29%
CCN(CC)S(=O)(=O)c1ccc2c(c1)N(CC(=O)N1CCC(C(N)=O)CC1)C(=O)CO2,-0.1%,-5%,8%,0.4%,0.5%,-20%,6%,2%,-26%
COc1ccc(CNC(=O)C2CCN(S(=O)(=O)c3ccc4c(c3)CC(C)N4C(C)=O)CC2)cc1 (configuration not stated),-0.1%,12%,11%,-1.6%,-3.8%,-2%,9%,11%,-4%
CCc1nccn1CCC(=O)NC1CC(C)(C)Cc2c1cnn2-c1ccc(OC)cc1 (configuration not stated),-0.3%,7%,11%,-1.7%,-2.9%,-22%,11%,-13%,-32%
O=C1c2ccccc2C(=O)N1CC#CCN1CCN(C(c2ccccc2)c2ccccc2)CC1,-0.2%,15%,27%,-2.0%,22%,-5%,3%,7%,15%
CCOCCN1CCN(c2c(CC)c(C)nc3cc(-c4cc(OC)cc(OC)c4)nn23)CC1,0.2%,-10%,-6%,-3.0%,-3.5%,-2%,15%,12%,2%

Next results
smiles,GPR55 beta-arrestin,GPR55 antagonists,HEK293 NOD2/NF-kB,HIV fusion peptide,KOR beta-arrestin-1,KOR beta-arrestin-2,SV40 large T antigen,MgcRacGAP inhibition,NOD1 NF-kB reporter
COc1cc(-c2noc(CCC(=O)Nc3cccnc3)n2)cc(OC)c1OC,-0.2%,-2%,6%,1.0%,-8.7%,16%,7%,11%,-39%
CCOc1ccc(OCCC(=O)OCC(=O)NC2CCCCC2)cc1,-0.1%,13%,12%,1.0%,0.8%,12%,14%,-4%,-22%
COC(=O)c1sccc1NC(=S)Nc1cc(OC)ccc1OC,0.2%,0%,4%,-2.9%,0.2%,-30%,9%,-10%,-16%
CCN(CCCNC(=O)c1c(C)cc(=O)oc1C)c1ccccc1,-0.2%,-2%,-1%,-2.6%,-2.9%,-12%,24%,9%,8%
COc1ccc(C(C(=O)NCc2ccc(F)cc2)N(C(=O)c2csnn2)C2CC2)cc1 (configuration not stated),0.0%,-5%,-7%,-0.4%,0.0%,-14%,5%,5%,-40%
Cc1ccc(NC(=O)c2nc[nH]c2C(=O)N2CCCCC2)c(C(=O)c2ccccc2)c1,-0.1%,12%,15%,-2.3%,0.8%,-2%,7%,1%,23%
CCNc1nc(NC(C)C)nc(N(C#N)CCOc2ccc(Cl)cc2Cl)n1,-0.1%,3%,9%,2.1%,0.5%,-6%,8%,5%,-12%
COC(=O)C1=C(C)NC(=O)C1(Nc1ccc(Cl)cn1)C(F)(F)F (configuration not stated),-0.2%,13%,15%,2.1%,-2.1%,24%,1%,8%,-11%
COC(=O)C1=C(C)N=C2SC(C)C(=O)N2C1c1cccs1 (configuration not stated),-0.2%,0%,14%,0.0%,-5.5%,-20%,10%,6%,9%
Clc1ccc(OCCSc2ncccn2)cc1,-0.1%,0%,-51%,-1.2%,-0.1%,-26%,-1%,10%,-51%
COc1cccc(NC(=O)c2ccccc2Oc2ccccc2)c1,-0.1%,17%,9%,0.4%,-2.2%,-27%[20 µM],14%,11%,3%
O=S(=O)(c1cccs1)n1cccn1,-0.1%,6%,10%,-1.5%,-1.9%,12%,9%,3%,15%
Cc1nnc(N(C)C(=O)c2ccncc2)s1,0.4%,2%,12%,1.1%,-10%,-29%[20 µM],4%,3%,-8%
CCCCN(CC)CCCNC(=O)c1ccc(CS(=O)(=O)c2c(Cl)cccc2Cl)o1,0.2%,3%,-1%,-2.4%,-3.9%,24%,2%,2%,-9%
CC1CCc2cc(F)ccc2N1C(=O)CCC(=O)O (configuration not stated),0.2%,10%,2%,1.0%,-3.8%,0%,-1%,12%,-30%
CCNC(=O)COc1cc(C)c(Cl)c(C)c1,0.3%,-4%,5%,0.4%,2.1%,11%,9%,5%,0%
CN(C)c1ccc(/C=C/C(=O)c2ccc(C(C)(C)C)cc2)cc1[N+](=O)[O-],3.0%,26%,10%,-2.3%,0.9%,15%,8%,6%,17%
CN(CCOC(=O)C1c2ccccc2Oc2ccccc21)C(C)(C)C,-0.1%,-5%,0%,-1.2%,2.6%,-12%,6%,6%,10%
O=C(CN(Cc1ccccc1Cl)C(=O)c1csnn1)NCCc1ccccc1,0.3%,0%,5%,1.0%,8.2%,-52%,2%,7%,-6%

A draw from above in order of count of non-hydrogen atoms, high to low.
smiles,GPR55 beta-arrestin,GPR55 antagonists,HEK293 NOD2/NF-kB,HIV fusion peptide,KOR beta-arrestin-1,KOR beta-arrestin-2,SV40 large T antigen,MgcRacGAP inhibition,NOD1 NF-kB reporter
COc1ccc(C(C(=O)NCc2ccc(F)cc2)N(C(=O)c2csnn2)C2CC2)cc1 (configuration not stated),0.0%,-5%,-7%,-0.4%,0.0%,-14%,5%,5%,-40%
CCCCN(CC)CCCNC(=O)c1ccc(CS(=O)(=O)c2c(Cl)cccc2Cl)o1,0.2%,3%,-1%,-2.4%,-3.9%,24%,2%,2%,-9%
CC1CCc2c(sc(NC(=O)c3ccc(-c4ccccc4[N+](=O)[O-])o3)c2C#N)C1 (configuration not stated),-0.2%,-14%,27%,-3.8%,4.2%,-27%,2%,2%,.
O=C(CN(Cc1ccccc1Cl)C(=O)c1csnn1)NCCc1ccccc1,0.3%,0%,5%,1.0%,8.2%,-52%,2%,7%,-6%
CN(C)c1ccc(/C=C/C(=O)c2ccc(C(C)(C)C)cc2)cc1[N+](=O)[O-],3.0%,26%,10%,-2.3%,0.9%,15%,8%,6%,17%
CCOc1ccc(OCCC(=O)OCC(=O)NC2CCCCC2)cc1,-0.1%,13%,12%,1.0%,0.8%,12%,14%,-4%,-22%
CCc1ccc(NC(=O)c2cnc(SC)nc2C)cc1,0.0%,4%,2%,1.9%,0.9%,-21%,1%,9%,-4%
CC1CCc2cc(F)ccc2N1C(=O)CCC(=O)O (configuration not stated),0.2%,10%,2%,1.0%,-3.8%,0%,-1%,12%,-30%
Clc1ccc(OCCSc2ncccn2)cc1,-0.1%,0%,-51%,-1.2%,-0.1%,-26%,-1%,10%,-51%
